TROY NFkB inh – TROY signaling inhibition. Q293 LMP1-TROYcd NF-kB luciferase reporter, 4 h. inhibition, % at 10 µM. actives 0.98% (n = 360,000);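 active means compounds whose plate-normalised and pattern-corrected inhibition of the luciferase reporter signal at the single screening dose is 50% or more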
COUP-TFII inh – NR2F2 (human) inhibition, primary screen. P24468. HEK293T NGFI-A luciferase reporter, luminescence. inhibition, % at 8.6 µM. actives 0.7% (n = 370,000);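 active means inhibition above a per-plate cutoff, mean inhibition of test wells between control levels plus 3 SD, cut at about 38% in these data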;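 further: cells cotransfected with COUP-TFII expression vector driving the NGFI-A reporter; 0% = median of COUP-TF2 test wells and 100% = reporter-only cells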
NCOA3 inh – human NCOA3 inhibition; HEK293 GAL4-SRC3 luciferase reporter, luminescence; inhibition, % at 3.6 µM; actives 0.17% (n = 360,000);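 active means inhibition above a per-campaign cutoff, the mean of all compounds plus 3 SD, cut at about 60% in these data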;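 further: 0% = DMSO-treated cells and 100% = gossypol-treated cells at 36 µM; higher means less SRC3-driven luciferase light from the GAL4 reporter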
TRAIL sens C8 – sensitizes caspase-8 expressing cells to TRAIL; NB7+C8 cells + TRAIL, ATPlite viability luminescence; actives 1% (n = 360,000); inhibition (viability loss, TRAIL sensitization), % at 10 µM;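 active means compounds causing at least 50% loss of cell viability in the single-dose screen, relative to plate controls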
SRC2 inh – inhibits human steroid receptor coactivator 2. Q15596. HEK293 GAL4-SRC2 luciferase reporter, luminescence. inhibition, % at 9 µM. actives 0.17% (n = 370,000). AID 651957;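 active means inhibition above the mean inhibition of all tested compounds plus 3 SD, set per campaign, cut at about 52% in these data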;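 further: 0% = DMSO treated cells and 100% = cells given Gossypol at 36 µM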
NCOA1 inh – inhibitors of human steroid receptor coactivator 1 (SRC1); Q15788; HEK293 GAL4-SRC1 luciferase reporter, luminescence; inhibition, % at 3.6 µM; actives 0.12% (n = 360,000); AID 588354;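 active means inhibition above the campaign mean plus 3 SD, with each screening campaign given its own cutoff, cut at about 60% in these data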;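 further: 0% = DMSO treated cells and 100% = gossypol at 36 µM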
NR5A2 inv ag – inverse agonists of human LRH-1 (NR5A2) | O00482 | HEK293T StAR-luciferase reporter, LRH-1 transfected, 24 h | inhibition, % at 3.6 µM | actives 0.13% (n = 360,000);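 active means inhibition above the mean inhibition of all tested compounds plus 3 SD, cut at about 73% in these data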;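 further: 0% = DMSO wells and 100% = reporter-only cells lacking LRH-1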
EBV LMP1 NFkB – inhibitors of Epstein-Barr LMP1-induced NF-kappaB reporter; LMP1-induced NF-kappaB luciferase reporter cells, luminescence; inhibition, % at 12.5 µM; actives 0.69% (n = 350,000); AID 504558; in the data active means inhibition above about 41%; inconclusive means no clear call, values can overlap the other calls;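 further: 0% = neutral control wells and 100% = reference inhibitor control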
TLR9-MyD88 inh – inhibitors of human TLR9-MyD88 binding. Q9NR96+Q99836. CHO BLA complementation TLR9-MyD88, CCF4 FRET ratio. inhibition, % at 4.98 µM. actives 0.21% (n = 340,000). AID 504734;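 active means inhibition above the mean over all tested compounds plus 3 SD, cut at about 21% in these data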;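 further: 0% = DMSO only wells and 100% = clavulanate BLA inhibitor control wells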
Vif imaging – inhibitors of HIV Vif; inhibition, % at 7.49 µM; HEK293T cells, Vif self-association by quenched fluorescence, imaging, 24 h; actives 0.35% (n = 340,000); in the data active means inhibition above about 50%, passing the limit was not always enough; inconclusive means no clear call, values can overlap the other calls; inactive means below about 31%; further: some results filed as inactive read as strong as hits
NOD2 RIPK2 PPI – blocks binding of human NOD2 to RIPK2; CHO BLA complementation NOD2-RIPK2, CCF4 ratio; inhibition, % at 4.98 µM; actives 0.38% (n = 360,000); AID 624267; in the data active means inhibition above about 21%;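 further: 0% = vehicle only and 100% = reference blocker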
Numbers without * were called inactive; ? = inconclusive; . = not tested or not shown.

SMILES	TROY NFkB inh	COUP-TFII inh	NCOA3 inh	TRAIL sens C8	SRC2 inh	NCOA1 inh	NR5A2 inv ag	EBV LMP1 NFkB	TLR9-MyD88 inh	Vif imaging	NOD2 RIPK2 PPI
CCOc1ccc(NS(=O)(=O)c2ccc(OCC)c3ncccc23)cc1	23	27	20	6	-1	12	11	15	-9	-4	-9
COCC1CCCCN1C(=O)c1ccc(OC2CCN(CCc3ccccc3)CC2)cc1 (stereo not drawn)	-8	2	8	9	-27	-11	-1	3	-10	-1	0
CCOc1cc(CNc2ccccc2)cc(Br)c1OCC(=O)NC(C)(C)C	19	14	17	1	-2	4	12	14	7	-7	-6
CC(C(=O)Nc1ccc(Cl)cc1Cl)N1C(=O)NC2(CCCC2)C1=O (stereo not drawn)	3	1	5	-11	11	-7	14	-8	-3	-3	-3
O=C(Cn1ccc2ccccc2c1=O)NCC1COc2ccccc2O1 (stereo not drawn)	0	-14	-12	10	10	5	2	-5	-10	5	-10
CC1=NN(C(=O)c2ccoc2C)C(O)(C(F)(F)F)C1 (stereo not drawn)	-31	-26	-60	-10	-63	-56	-128	-2	0	-4	3
CC(=O)c1c(C)[nH]c(C(=O)/C(C#N)=C/c2cccc(C)c2)c1C	17	25	-10	0	12	5	-1	-2	2	?	-6
CCN1CCN(S(=O)(=O)c2ccc(-c3cc(C)no3)s2)CC1	-12	25	12	11	3	9	14	-3	-4	-7	-11
Cc1ccc2nc(NC(=O)c3cc(-c4ccco4)nc4ccccc34)sc2c1	6	5	12	-3	-20	-13	16	12	0	-15	-1
COc1ccc(S(=O)(=O)N2CCCCCC2)cc1C(=O)N(C)CC(=O)Nc1ccccc1Cl	5	6	13	-4	-10	-30	9	22	0	1	2
CC(=O)N1CCN(C(=O)c2ccc(Oc3ccccc3)cc2)CC1	7	4	10	0	-1	-4	1	-2	-11	11	2
Cc1nc(NC(=O)C23CC4CC(CC(C4)C2)C3)sc1Cc1ccc2c(c1)OCO2	15	-16	-15	-17	-18	-30	-2	-39	4	-2	-5
O=C(CSc1nc(C(F)(F)F)cc(=O)[nH]1)Nc1nccs1	27	11	-12	9	-3	0	12	-2	9	0	-5
COc1ccc(N2CCN(CCNC(=O)C3CC(=O)N(C4CCCC4)C3)CC2)cc1 (stereo not drawn)	-1	-12	3	-19	8	3	16	-24	-4	2	-2
COc1ccc(NC(=O)c2ccccc2)c([N+](=O)[O-])c1	-25	-7	-59	19	-45	-68	-80	-17	1	-1	6
COc1ccc(-n2c(N)cc(=O)nc2SCC(=O)NC2CCCCC2)cc1	-11	0	9	-2	-8	10	20	17	-3	-6	7
CCOc1ccc(N(CC(=O)NCc2ccc(F)cc2)C(=O)c2ccco2)cc1	-31	-6	3	2	10	10	-23	-6	0	-9	-4
CC(Oc1ccc2ccc(=O)oc2c1)C(=O)NCCN1CCOCC1 (stereo not drawn)	-39	18	3	2	-34	-4	16	-2	3	5	3
COc1ccc(C(=O)N/N=C(\C)CC(=O)Nc2ccc3c(c2)OCO3)cc1	-27	-6	-10	15	-26	-27	-36	2	-2	-19	-1
C[C@@H]1NS(=O)(=O)[C@H]2C[C@@H]3C=C[C@]2(O3)[C@H]1OC(=O)c1ccccc1Br	18	19	-7	2	-3	-21	-9	-9	2	.	3
Cc1cccc(NC(=O)CSc2nsc(SCC(=O)Nc3cccc(C)c3)c2C#N)c1	12	-7	6	-16	5	8	14	9	-11	-1	-6
O=C(N/N=C/c1ccccc1Br)c1cccc(S(=O)(=O)N2CCOCC2)c1	-38	-9	-3	-7	-8	-7	-30	-1	5	15	-18
COc1ccc(/C=N/Nc2nncc3ccccc23)c(OC)c1	-39	-49	-57	9	-52	-103	-124	-27	-2	2	-3
CCOc1c2ccc(C(=O)NCc3ccc(C(F)(F)F)cc3C(F)(F)F)cc2nn1C	-8	8	9	-7	11	-1	-27	-8	-4	3	5
CSc1cccc(NC(=O)c2sc3nc4n(c(=O)c3c2C)CCC4)c1	-14	-39	-61	3	-40	-91	-68	-10	0	0	-4
CCOc1ccc(-c2n[nH]c(C(=O)NN)c2C)cc1	-7	-42	-33	0	-66	-65	-71	-30	0	-17	-4
O=C(CCc1nc2sc3c(c2c(=O)[nH]1)CCCC3)Nc1ccccc1Cl	-5	-5	0	-11	7	-2	4	6	-1	-1	-9
CCn1c(NC(=O)C(C)C)c2ccccc2nc1=O	18	2	0	-5	-25	5	2	-6	6	-1	1
CN(Cc1ccc(OC(F)F)cc1)C(=O)c1cccc(S(=O)(=O)N2CCN(Cc3ccccc3)CC2)c1	36	55*	31	12	20	25	36	5	0	-19	-4
Cc1nc2cc(C(F)(F)F)ccc2n1C1CCN(CC(=O)N2CCCC2)CC1	-7	17	0	1	9	11	10	11	5	-1	-4
CCCCNCCCOc1ccc(C)cc1Br	-6	-10	25	1	-10	-4	9	7	-1	4	-15
CCOC(=O)N1CCN(C(=O)CSc2ccc(-c3ccccc3)nn2)CC1	-22	5	11	-5	-16	2	11	10	11	2	0
CC(=O)N[C@@H](Cc1c[nH]c2ccccc12)C(=O)OCC(=O)Nc1ccc(S(=O)(=O)N(C)C)cc1	14	15	1	-3	11	3	-4	-6	15	3	-1
COc1ccc(Cl)c2sc(N(CCN(C)C)C(=O)c3ccc4c(c3)OCCO4)nc12	-2	11	-3	-4	-13	4	10	-8	-1	13	-9
CCOc1ccc(NC(=S)NCc2ccc3c(c2)OCO3)cc1	-10	6	1	-7	9	1	-27	-9	1	-4	-4
Cc1ccc(SCCNC(=S)Nc2ccc(C)c(C)c2)cc1	20	-2	-4	3	0	-5	1	-9	-7	1	10
COc1cccc([C@@H]2CC=C(C(=O)O)[C@H](c3ccc(F)cc3)N2S(=O)(=O)c2ccc(C)cc2)c1	-2	-4	3	-9	-1	-1	14	0	2	.	-2
CCP(=O)(CC)C(C)(C)CP(=O)(c1ccccc1)c1ccccc1	6	4	-8	3	16	3	8	-4	2	.	-9
COCC1CCCCC1OS(N)(=O)=O (stereo not drawn)	1	8	2	2	5	-20	4	3	-12	-3	4
COc1ccc(OC)c(C(C)NC(C)=O)c1 (stereo not drawn)	-19	-12	-1	-10	-6	-1	-9	2	2	0	-13
CCN(CC)c1ccc(NC(=O)c2nc3nc(C)cc(C(F)F)n3n2)cc1	-8	0	7	-3	12	2	-22	-1	-14	.	12
COC(=O)c1ccc(OC)c(-c2c(OC)cc(OC)cc2OC)c1	-25	-6	18	-2	-6	10	3	-1	-11	0	-2
O=C(CN1C(=O)c2ccccc2C1=O)NCCc1c[nH]c2ccc(Cl)cc12	-5	18	7	-5	23	5	9	4	0	10	4
CC(=O)N1N=C(c2cccc([N+](=O)[O-])c2)OC1c1ccc(Br)cc1 (stereo not drawn)	21	-11	10	9	-9	-7	13	-11	7	0	-7
CCCNC(=O)C(=O)N/N=C/c1cccs1	-20	-8	1	-12	-3	-13	-3	-4	-7	4	15
COc1cccc(C2Nc3ccc4ccccc4c3C3=C2C(=O)CCC3)c1O (stereo not drawn)	10	7	-5	-2	-16	-13	-10	15	-1	-1	3
CCOc1ccc(/C(C)=N\NC(=O)Cc2ccccc2)cc1	13	-4	-18	-2	-20	-1	-13	-3	-11	-5	2
CCc1nc2c(OCC(=O)c3ccc(Cl)cc3Cl)cccn2c1N(C)C(=O)c1ccncc1	-6	9	14	12	-8	-3	-17	.	.	8	2

Part of the list above, with values under each structure:
Each structure is followed by: TROY NFkB inh | COUP-TFII inh | NCOA3 inh | TRAIL sens C8 | SRC2 inh | NCOA1 inh | NR5A2 inv ag | EBV LMP1 NFkB | TLR9-MyD88 inh | Vif imaging | NOD2 RIPK2 PPI
CCn1c(NC(=O)C(C)C)c2ccccc2nc1=O
 : 18 | 2 | 0 | -5 | -25 | 5 | 2 | -6 | 6 | -1 | 1
CN(Cc1ccc(OC(F)F)cc1)C(=O)c1cccc(S(=O)(=O)N2CCN(Cc3ccccc3)CC2)c1
 : 36 | 55* | 31 | 12 | 20 | 25 | 36 | 5 | 0 | -19 | -4

Other records.
SMILES	TROY NFkB inh	COUP-TFII inh	NCOA3 inh	TRAIL sens C8	SRC2 inh	NCOA1 inh	NR5A2 inv ag	EBV LMP1 NFkB	TLR9-MyD88 inh	Vif imaging	NOD2 RIPK2 PPI
O=C(NCC(=O)N1CCN(Cc2ccccc2)CC1)c1cccs1	-59	-18	-16	6	-48	-59	-38	-8	-11	3	8
Cc1ccc(S(=O)(=O)N(C)C)cc1NC(=O)CCc1ccccc1	-5	-9	17	-12	-13	-6	13	-4	7	-7	-3
N#C/C(=C\Nc1ccc(Cl)cc1)S(=O)(=O)c1ccccn1	-2	-1	12	6	-14	-19	4	-10	-7	-11	0
COc1cccc2c(C)c(C(=O)O)[nH]c12	74*	9	4	-7	16	-3	3	5	1	.	-6
CN(Cc1c(F)cccc1Cl)C(=O)CNC(=O)c1sc2ccccc2c1Cl	2	-7	3	5	-13	-13	2	0	2	0	2
COc1cc(C=O)c(Br)cc1OCC(=O)NCc1ccccc1	-18	-3	17	-8	13	4	5	9	-1	17	14
Cc1ccc(S(=O)(=O)N(C)c2ccc(OCC(=O)Nc3ccc(C(=O)N(C)C)cc3)cc2)cc1C	10	-21	8	-15	-7	-8	-14	3	5	0	-5
O=C(O)c1ccc(S(=O)(=O)N2CCCC2)cc1	13	-12	1	22	17	-13	16	11	1	0	4
CC(C)N=C(NC#N)SCc1ccc(Br)cc1	16	1	-7	14	2	-5	3	-8	-11	-4	1
CC1(C)SC[C@H](C(=O)Nc2cccc(Cl)c2)N1C=O	-2	24	24	-5	-6	5	12	4	-3	-9	-5
C=CCOc1ccc(/C=N/NC(=O)c2cc3c(OC)cc(OC)cc3[nH]2)cc1	18	2	10	1	-23	15	1	-2	-14	-2	-4
CCN(CC(=O)Nc1c(F)cccc1F)C(=O)c1cc([N+](=O)[O-])ccc1N1CCOCC1	3	14	4	-18	-4	15	-1	-1	-9	5	7
CC(C)OC(=O)CSc1nc(N)c(C#N)c(-c2cccs2)c1C#N	43	45*	24	14	10	12	31	8	10	-14	10
O=CN1CCN(C(=O)CC(c2ccccc2)c2cc(Br)ccc2O)CC1 (stereo not drawn)	18	-4	3	-1	-14	15	7	4	2	-9	5
Cc1ccc2nc(NC(=O)CN(C)S(=O)(=O)c3ccc(Br)s3)sc2c1	-35	-14	13	6	8	-7	-9	0	0	-8	-12
C=COCCNC(=S)N1CCOCCOCCN(C(=S)NCCOC=C)CCOCC1	9	3	10	4	-52	-34	-1	-5	-5	-7	-5
Cc1cccnc1NC(=O)c1ccccc1NC(=O)C(C)(C)C	5	9	20	5	-6	-6	0	2	-1	2	5
Cc1ccnc(NC(=O)COC(=O)c2ccc(F)cc2F)n1	-19	3	3	-9	15	9	8	7	-6	-4	-13
Cc1ccc(Cn2nc(C)c(C(=O)NCC(c3cccs3)N3CCOCC3)c2Cl)cc1 (stereo not drawn)	-1	-5	-8	7	-7	9	-16	3	-4	0	-1
Cc1cc2nc(C(C)(C)C)c(Cc3cccc(F)c3)n2c(C)c1Br	10	0	7	-4	-8	12	8	.	.	.	6
O=C(COC(=O)c1cc([N+](=O)[O-])ccc1N1CCOCC1)Nc1ccc(Cl)cn1	5	-10	10	15	-4	-8	35	-27	-10	?	-7

This is a subset; count on the stated rates, not on these rows.
